Source: PubChem BioAssay
TDP1 cell CPT: growth inhibition of DT40 Tdp1-/-;hTDP1 cells with camptothecin (screen for TDP1 inhibitors) | chicken DT40 Tdp1-/-;hTDP1 cells + 20 nM CPT, ATP luminescence, 48 h | Potency, µM (doses to about 46.2 µM), inactives show at the highest dose activity change, negative = growth inhibition, hits mostly inhibitors | 420,000 tested, 12% active | AID 686979; further: nearly all actives have a fitted effect of over 55% in size
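Chicken DT40 Tdp1-/- cells complemented with human TDP1, 400 cells/well, exposed to compounds plus 20 nM camptothecin for at least 48 h at 37 C; viability read as ATP content by CellTiter-Glo luminescence.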
DT40 TDP1 no CPT: qHTS for Inhibitors of human tyrosyl-DNA phosphodiesterase 1 (TDP1): qHTS in cells in absence of CPT. DT40 Tdp1-/- hTDP1 cells, no CPT, ATP luminescence, 48 h. Potency, µM (titrated, usually from 46.2 µM), for the others: at the highest dose activity change, negative = growth inhibition, hits mostly inhibitors. 420,000 tested, 15% active. AID 686978, 2013; further: nearly all actives have a fitted effect of over 55% in size
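Camptothecin absent (DMSO only). Human TDP1-complemented DT40 knockout cells, 400 cells/well, 37 °C for minimum 48 hr; ATP measured via CellTiter-Glo, 30 min dark incubation, luminescence.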
TDP1 inh: inhibitors of human tyrosyl-DNA phosphodiesterase TDP1; 350,000 tested, 0.28% active; recombinant TDP1, AlphaScreen DNA substrate cleavage; Potency, µM (top dose mostly 130 µM), inactives show at the highest dose activity change, negative = inhibition, actives largely listed as inhibitors; further: nearly all actives have a fitted effect of over 40% in size
Target sequence (Q9NUW8 whole entry, looked up): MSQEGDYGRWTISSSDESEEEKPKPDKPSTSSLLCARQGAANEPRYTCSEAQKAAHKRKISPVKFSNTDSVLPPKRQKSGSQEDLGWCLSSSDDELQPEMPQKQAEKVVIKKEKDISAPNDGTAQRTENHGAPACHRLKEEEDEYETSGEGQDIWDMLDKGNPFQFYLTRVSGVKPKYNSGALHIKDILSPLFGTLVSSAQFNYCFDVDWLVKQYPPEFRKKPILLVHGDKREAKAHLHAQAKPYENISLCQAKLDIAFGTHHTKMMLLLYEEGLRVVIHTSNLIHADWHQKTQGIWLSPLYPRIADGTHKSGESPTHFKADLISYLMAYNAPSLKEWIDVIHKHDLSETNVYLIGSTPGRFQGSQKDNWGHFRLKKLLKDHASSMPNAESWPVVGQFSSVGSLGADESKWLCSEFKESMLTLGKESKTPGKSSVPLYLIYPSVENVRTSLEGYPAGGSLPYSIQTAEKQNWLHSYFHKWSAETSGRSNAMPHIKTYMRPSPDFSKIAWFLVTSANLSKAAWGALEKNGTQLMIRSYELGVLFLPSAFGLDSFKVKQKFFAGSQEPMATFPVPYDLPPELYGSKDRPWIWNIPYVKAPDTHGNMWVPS
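Steps: enzyme plus compound, 15 min RT; add biotin/phosphotyrosine-FITC oligonucleotide (15 nM final), react 5 min; add donor/acceptor beads (10 ug/ml final), 10 min; read AlphaScreen. Tdp1 at 1 nM final.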
The depositor's hits bear a star; ? = inconclusive; · = not tested or not shown; & = joins results of further samples; [ ] = remark or other dose. The call rests on the fitted dose curve; in most records, active means well fitted curve in the direction sought with a large enough effect; inconclusive means small, poorly fitted or top-dose-only effect, or another doubt; inactive means no such curve, though single readings can be large; an effect the other way counts as inactive or inconclusive. On the % scale 0 is the no-effect control and ±100 the full control effect; potency means the concentration at half of the fitted maximal effect.

Results follow in this order: TDP1 cell CPT, DT40 TDP1 no CPT, TDP1 inh
Cc1csc(=O)n1CCC(=O)OCC(=O)Nc1ccc(Cl)cn1
    3.0%, -2.9%, -9.1%[0.505 µM]
N#Cc1ccc(C(=O)Nc2nnc(-c3ccco3)o2)cc1
    ?, 6.51µM*, 4.8%
Cc1cc(NS(=O)(=O)c2ccc(NC(=O)COc3cc(C)c(Cl)c(C)c3)cc2)no1
    -15.5%, ?, -0.1%
Cn1c(=O)cc(SCC(=O)Nc2cccnc2)c2ccccc21
    ?, ?, -4.0%
Cc1[nH]c(=O)[nH]c(=O)c1NC(=O)c1ccccc1[N+](=O)[O-]
    5.9%, -4.3%, ·
CCOC(=O)C1=CN(Cc2ccco2)S(=O)(=O)N(C)C1c1ccc(C(F)(F)F)cc1 (centres undefined)
    ?, ?, 0.1%[56.1 µM]
CC1=C(c2ccc(F)cc2)S(=O)(=O)N=C1N1CCC(C(=O)NCCc2ccccc2C)CC1
    -2.3%, -20.4%, 7.1%
C#CC[N+](CC)(CC)CC#Cc1cccc(Cl)c1
    ?, ?, -1.0%
CSc1nc(N)c(C(=O)NC2CCCCC2)s1
    -25.5%, ?, 3.8%
O=CN/C=C/c1cccc(O)c1
    -8.5%, -17.4%, ·
Cc1ccc(-c2nc(CS(=O)CC(=O)N3CCN(c4ccc(F)cc4)CC3)c(C)o2)cc1 (centres undefined)
    ?, 14.6µM*, 6.7%&6.9%
O=C(N=Nc1c(O)[nH]c2ccc(Br)cc12)c1cc(-c2cccs2)nc2ccccc12
    4.61µM*, 6.51µM*, -2.4%
Cc1cc(Cl)c(S(=O)(=O)Nc2ccc3c(c2)OCO3)cc1OCC(=O)NC1CCCCC1
    2.1%, 0.5%, 2.5%
Clc1cccc(Oc2cnc3ccccc3n2)c1
    -1.3%, -13.7%, -2.0%
O=C(NCC(c1ccco1)N1CCOCC1)c1ccccc1 (centres undefined)
    3.1%, -3.3%, 0.1%
CC(C)c1ccc(NC2=NCC(=O)N2Cc2cccs2)cc1
    -21.8%, ?, 2.4%
CCc1nnc(N/N=C/c2ccccc2F)n1N
    -20.9%, -9.3%, 3.7%
COCC(C)Nc1ncnc2c1cnn2-c1ccc(Cl)cc1 (centres undefined)
    ?, ?, 8.7%
Cc1ccc(C)c(OCCn2cc(/C=C(/C#N)C(=O)NCC3CCCO3)c3ccccc32)c1 (centres undefined)
    16.4µM*, ?, 0.0%
N#CCc1c(C#N)c(N)nc(N2CCN(C=O)CC2)c1C#N
    -3.2%, 10.8%, 1.6%
O=C(CCc1ccccc1)NCCc1csc(-c2cccc(F)c2)n1
    ?, 18.4µM*, 0.6%
CC1CN(C(=O)c2ccc(Cl)c(S(=O)(=O)NCc3ccco3)c2)CC(C)O1 (centres undefined)
    -11.3%, 3.6%, 0.6%
CCOc1ccc(NC(=O)CCC(=O)NNC(=O)c2ccco2)cc1
    -5.2%, -2.2%, 1.2%
Cc1csc2nc(-c3cccc(NC(=O)c4c(F)cccc4F)c3)cn12
    23.1µM*, 23.1µM*, 2.7%
O=C(CNC(=O)c1ccc(F)cc1)c1ccccc1
    1.2%, -19.7%, -0.2%
Cn1c(CO)cnc1S(=O)(=O)Cc1c(Cl)cccc1Cl
    ?, 18.4%, ·
COC(=O)C(C)Oc1ccc(-c2nccc(-c3ccccn3)n2)cc1 (centres undefined)
    2.1%, -13.2%, ·
COc1ccccc1CNC(=O)C(=O)NCCC1CCCCN1S(=O)(=O)c1ccc(C)cc1 (centres undefined)
    ?, ?, ·
CCN(CC(=O)Nc1c(F)cccc1F)C(=O)CCCN1C(=O)c2cccc3cccc(c23)C1=O
    ?, ?, ·
Cc1cc(NC(=O)c2ccccc2F)n(-c2nc3ccccc3[nH]2)n1
    ?, ?, 3.2%
CCc1ccc(/C=N/NC(=O)c2cc(-c3ccccc3OC)nc3ccccc23)s1
    4.11µM*, 11.6µM*, 5.6%
O=C(O)CN=C(NS(=O)(=O)c1ccccc1)c1ccccc1
    ?, -0.2%, 3.1%
O=C(COc1coc(CN2CCc3ccccc3C2)cc1=O)N1CCOCC1
    2.9%, -8.2%, -4.9%
CCCCNC(=O)c1onc(CSc2ccc(F)c(F)c2)c1C(=O)NCCCC
    16.4µM*, ?, ·
COc1cccc(OCc2nc3ccccc3n2Cc2ccccc2C)c1
    20.6µM*, 11.6µM*, 0.0%
Brc1cccc(-c2cnco2)c1
    -5.5%, 1.5%, 2.7%
COc1ccccc1CNC(=O)C1CCN(S(=O)(=O)c2cccc3cccnc23)CC1
    -23.9%, -19.5%, 4.9%
COc1ccc(C2C(=O)N(C3CCC(C)CC3)CC(=O)N2CCc2ccccc2)cc1OC (centres undefined)
    ?, ?, 10.4%
COC(=O)C1Cc2c([nH]c3ccccc23)C(C(C)C)N1 (centres undefined)
    2.6%, -8.6%, ·
CCOc1ccc(-c2nc(CN3CCCCC3CCn3cccn3)c(C)o2)cc1 (centres undefined)
    ?, -51.6%, ·
CCc1cccc(NC(=O)CN(C)S(=O)(=O)c2cccc3cccnc23)c1
    16.4µM*, 16.4µM*, -3.9%
S=C(Nc1ccccc1)N1CCc2ccccc21
    3.7%, -0.8%, ·
COc1ccc(CCCc2nnc(SCc3nc4ccccc4c(=O)[nH]3)n2C)cc1
    ?, ?, 0.0%
Cc1ccc(OCCNC(=O)c2cncc(Br)c2)cc1C
    ?, ?, 2.9%
CCN1CCN(Cc2c(O)ccc3c2O/C(=C\c2ccc(C)cc2)C3=O)CC1
    ?, -13.3%, -2.5%
O=C(CC1C(=O)NCCN1CC1CCCCC1)NCc1ccc(F)cc1 (centres undefined)
    3.6%, -2.1%, 0.0%
CSc1nc(-c2ccc(Cl)cc2Cl)[nH]c(=O)c1C#N
    -19.4%, ?, 2.6%
O=C(Nc1cccc(Cl)c1)C1CCN(C(=O)c2cccs2)CC1
    -0.4%, -9.9%, 7.9%
O=C(O)CCCC(=O)Nc1ccc(N=Nc2ccccc2)cc1
    6.3%, -11.6%, 5.3%
Cc1ccc(C)c(NS(=O)(=O)c2cc3c(cc2C)n(C)c(=O)c(=O)n3C)c1
    -8.9%, ?, 3.7%
Cc1ccnc(NC(=O)C2CCC(CNc3c(N4CCCC4)c(=O)c3=O)CC2)c1 (centres undefined)
    -1.5%, ?, 5.4%
CCn1c(C(C)NC(C)=O)nc2ccccc21 (centres undefined)
    7.4%, -25.0%, -2.9%
CCCC(C)(C)C(=O)N1CCC1(C)C(=O)Nc1cccc(OC)c1 (centres undefined)
    ?, ?, ·
O=C(Cc1ccccc1Cl)Nc1ccc(S(=O)(=O)Nc2nccs2)cc1
    -2.2%, 20.1%, 4.6%
CSc1ccc(/C=C/C(=O)OCC(=O)NC2CCCCCC2)cc1
    -29.8%, ?, ·
O=C(NC1CCCC1)c1cnn2c(C(F)(F)F)cc(-c3ccc4c(c3)OCO4)nc12
    7.31µM*, 16.4µM*, -2.1%
COc1cc(/C=C2/C(=N)N3N=C(C(C)C)SC3=NC2=O)ccc1OS(=O)(=O)c1ccccc1
    -1.7%, ?, 11.9%
O=C(N/N=C/c1ccc2nccnc2c1)c1ccncc1
    -18.3%, -18.1%, 4.1%
COc1cc(NC(=O)c2ccc(-c3nc(CSc4ccccc4)c(C)o3)cc2)cc(OC)c1
    18.4µM*, 14.6µM*, 0.0%
Cc1ccc(OCCC(=O)OCC(=O)Nc2ccc3c(c2)OCCO3)cc1
    7.6%, -22.7%, -4.5%

(cont.)
Results follow in this order: TDP1 cell CPT, DT40 TDP1 no CPT, TDP1 inh
Cc1cccc(NC(=O)CSc2cn(CC(=O)N3CCC(C)CC3)c3ccccc23)c1C
    23.1µM*, 9.2µM*, -5.1%
CCOCc1nnc(NC(=O)c2cccs2)s1
    -13.3%, -10.6%, 2.2%
CN1C[C@@H]2C[C@H]1CN2c1cc2c(cc1F)c(=O)c(C(=O)O)cn2C1CC1
    6.68µM*, 6.68µM*, -4.3%
COc1ccc(C(=O)Nc2cccc(NC(=O)c3cccs3)c2)cc1OC
    14.6µM*, 13µM*, ·
COc1ccc(-c2nc(C)c(C(C)=O)n2O)cc1OC
    -15.3%, ?, 4.6%
O=C(NCC1CCCO1)c1ccc[nH]1 (centres undefined)
    2.8%, 5.9%, ·
CC1(C(=O)Nc2ccc(Cl)cc2)Cc2c(-c3ccc4c(c3)OCO4)ccnc2O1 (centres undefined)
    ?, ?, ·
CCC(NC(=O)COc1cc2c(c3oc(=O)c(C)c(C)c13)CCC(C)(C)O2)C(=O)O (centres undefined)
    25.1%, -0.7%, ·
O=C(CCCl)Nc1nc2c(s1)CCc1ccccc1-2
    13µM*, 5.8µM*, ·
Cc1ccc2c(/C=C/c3c[nH]c4ccccc34)ccnc2c1C
    -124.6%, -103.4%, ·
CC(C)CN(C(=O)CSc1nnc(-c2cccs2)n1N)c1c(N)n(Cc2ccccc2)c(=O)[nH]c1=O
    -3.2%, 8.5%, -8.2%[0.505 µM]
Cc1cc(-c2ccccc2)nc(N(C)NC(=O)c2c(F)cccc2F)c1S(C)(=O)=O
    ?, 23.1µM*, -4.6%
Cc1nc([N+](=O)[O-])c(N2CCN(C)CC2)n1Cc1ccccc1
    -7.3%, -23.2%, 5.9%
CCNc1nc(NCC)nc(Oc2ccc(N)cc2)n1
    7.1%, 4.2%, 0.0%
Cn1c(CNS(=O)(=O)c2cccc(Cl)c2)cc(=O)n(C)c1=O
    1.8%, 5.2%, 2.5%
O=C(OCC(=O)N1CCCCCC1)c1cccnc1Cl
    11.2%, 19.1%, 0.1%
Cc1cc(C(=O)COc2cc(F)ccc2[N+](=O)[O-])c(C)n1CC1CCCO1 (centres undefined)
    ?, ?, 7.4%
CCOC(=O)c1c(NC(=S)Nc2ccc(Cl)cc2)sc(C)c1C
    -20.4%, -35.7%, -3.4%
COc1ccc2c(c1)CCc1c(C(=O)Nc3cnn(Cc4ccc(Cl)cc4Cl)c3)noc1-2
    ?, -9.7%, 3.6%
O=S(=O)(Oc1ccccc1C(=S)N1CCOCC1)c1ccc(Cl)cc1
    16.4µM*, -24.6%, 4.1%
c1ccc(C2=Nn3c(nnc3-c3ccncc3)SC2)cc1
    ?, ?, 2.9%
CCCCn1nc(C(=O)N(C)CC(=O)Nc2ccc(F)c(F)c2F)ccc1=O
    -0.8%, 0.2%, -1.7%
CCOC(=O)N1CCC(NC(=O)c2oc3c(F)cccc3c2C)CC1
    ?, -18.9%, 1.7%
COc1cc(NC(=O)CN2C(=O)C(C)N(c3ccc(C)cc3)C2=O)cc(OC)c1 (centres undefined)
    -7.7%, -12.0%, ·
O=C(NN=Cc1c[nH]c2ccccc12)NN=Cc1c[nH]c2ccccc12
    -12.3%, ?, ·
COc1ccc(N2CCN(Cc3nnc(-c4cccc(Br)c4)o3)CC2)cc1
    ?, ?, 2.5%
O=S(=O)(c1ccc(Br)cc1)N1CCCC1
    0.9%, -1.9%, ·
Cc1ccc(CSc2oc(-c3cccs3)nc2S(=O)(=O)c2ccccc2)cc1
    ?, ?, 0.0%
Cn1c(=O)c2c(ncn2CC(=O)N2CCc3ccccc3C2)n(C)c1=O
    -13.2%, -13.8%, 3.9%
COc1ccc(CCNC(=O)C2CCCN(S(=O)(=O)N3CC(C)CC(C)C3)C2)cc1OC (centres undefined)
    -5.3%, -13.2%, 7.8%
CC(C)c1nc(N2CCOCC2)c(C#N)c2c1CCCC2
    -13.0%, -14.5%, -4.3%
C=CCNC(=O)COC(=O)COc1ccc(Cl)cc1C
    -21.8%, 3.1%, 3.4%
COC(=O)/C=c1/s/c(=C(\C#N)C(=O)NCc2ccco2)n(-c2ccccc2)c1=O
    ?, -28.0%, 1.0%
O=C(NCCCn1ccnc1)c1cc2nc(-c3ccc(Br)cc3)cc(C(F)(F)F)n2n1
    ?, ?, 2.2%
c1ccc2c(CNc3ccc(CNc4ncn[nH]4)cc3)cccc2c1
    -15.4%, ?, 4.2%
O=C(CN1C(=O)C(c2ccc(F)cc2)=NC12CCCC2)Nc1ccc(F)cc1
    8.2µM*, 5.8µM*, -1.2%

Quoted at random: five entries already listed
Results follow in this order: TDP1 cell CPT, DT40 TDP1 no CPT, TDP1 inh
C=CCNC(=O)COC(=O)COc1ccc(Cl)cc1C
    -21.8%, 3.1%, 3.4%
O=C(NCCCn1ccnc1)c1cc2nc(-c3ccc(Br)cc3)cc(C(F)(F)F)n2n1
    ?, ?, 2.2%
O=C(CN1C(=O)C(c2ccc(F)cc2)=NC12CCCC2)Nc1ccc(F)cc1
    8.2µM*, 5.8µM*, -1.2%
c1ccc2c(CNc3ccc(CNc4ncn[nH]4)cc3)cccc2c1
    -15.4%, ?, 4.2%
CC(C)c1nc(N2CCOCC2)c(C#N)c2c1CCCC2
    -13.0%, -14.5%, -4.3%
